Screens (PubChem)
PfHsp90 set2: growth inhibition of yeast expressing Plasmodium Hsp90. S. cerevisiae expressing PfHsp90, BacTiter-Glo ATP, 48 h; yeast lacking PDR1 and PDR3 efflux regulators. inhibition, % at 9.4 µM. 310,000 compounds, 0.32% hits. AID 504621;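 active = every replicate shows inhibition above about 80%, whatever the replicate mean, limit read from the data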;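 note: 0% = DMSO neutral controls and 100% = 20 µM radicicol positive controls; yeast relying on Plasmodium falciparum Hsp90 in place of its own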
Cardiac RTF inh: cardiac RTF calcium desensitization. inhibition, % at 7.15 µM. 340,000 compounds, 0.12% hits. P19429+P45379. IANBD-labeled cardiac RTF, Ca2+ fluorescence;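 active = inhibition above the mean inhibition of all tested compounds plus 3 SD, cut at about 17% in these data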;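 note: assay run at fixed EC70 calcium of 1.6 mM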
NSD2 HMT inh: blocks human histone methyltransferase NSD2 | NSD2 peptide methylation, AlphaScreen, 120 min | inhibition, % at 12.5 µM | 310,000 compounds, 0.54% hits | O96028 | AID 743445; in the data active = inhibition above about 50%
Rtt109 HAT inh: blocks Candida albicans Rtt109/Vps75 acetyltransferase activity; Q5AAJ8; purified Rtt109/Vps75, ThioGlo CoA-SH fluorescence, 4 h; inhibition, % at 34.9 µM; 330,000 compounds, 0.16% hits; AID 540336;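 active = inhibition of at least 50% in every replicate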
CDK5 inh: inhibitors of human CDK5/p35 kinase; Q00535+Q15078; inhibition, % at 10 µM; Recombinant CDK5/p35, ADP-Glo luminescence, 60 min; 330,000 compounds, 0.01% hits;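 active = highest replicate inhibition of at least 50% and at least 75% of replicates reaching 50%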;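 note: plate controls were DMSO neutral control for no effect and GW8510 at 10 µM for full effect; many of its hits are not listed in these tables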
Target sequence (Q00535 whole entry, looked up): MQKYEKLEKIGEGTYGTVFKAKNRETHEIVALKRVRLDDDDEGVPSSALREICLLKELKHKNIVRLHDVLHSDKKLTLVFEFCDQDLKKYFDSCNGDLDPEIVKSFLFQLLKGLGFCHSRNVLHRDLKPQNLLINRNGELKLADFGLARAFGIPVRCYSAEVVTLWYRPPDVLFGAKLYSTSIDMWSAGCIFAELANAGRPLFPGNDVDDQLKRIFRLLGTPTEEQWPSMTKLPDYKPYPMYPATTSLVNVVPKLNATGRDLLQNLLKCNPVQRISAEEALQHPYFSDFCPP
Target sequence (Q15078 whole entry, looked up): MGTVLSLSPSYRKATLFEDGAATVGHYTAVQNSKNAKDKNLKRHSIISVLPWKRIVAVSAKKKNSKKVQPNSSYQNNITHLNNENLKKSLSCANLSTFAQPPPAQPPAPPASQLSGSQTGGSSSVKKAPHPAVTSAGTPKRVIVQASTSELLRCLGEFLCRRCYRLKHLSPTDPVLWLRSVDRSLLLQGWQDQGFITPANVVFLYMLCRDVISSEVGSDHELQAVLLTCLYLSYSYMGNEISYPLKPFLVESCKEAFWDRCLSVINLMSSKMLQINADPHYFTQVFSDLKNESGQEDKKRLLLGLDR
dFosB act: mouse delta FosB homodimer activation; purified delta FosB, TAMRA-CDK5 oligo fluorescence polarization; percent of positive-control signal above neutral wells; 340,000 compounds, 0.99% hits; P13346; activation, % at 25 µM; AID 493131;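 active = mean activation above about 17%, with every replicate also reaching it, limit read from the data, passing the limit was not always enough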;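 note: fluorescence polarization rise as delta FosB binds a TAMRA Cdk5 AP-1 oligo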
Target sequence (P13346 whole entry, looked up): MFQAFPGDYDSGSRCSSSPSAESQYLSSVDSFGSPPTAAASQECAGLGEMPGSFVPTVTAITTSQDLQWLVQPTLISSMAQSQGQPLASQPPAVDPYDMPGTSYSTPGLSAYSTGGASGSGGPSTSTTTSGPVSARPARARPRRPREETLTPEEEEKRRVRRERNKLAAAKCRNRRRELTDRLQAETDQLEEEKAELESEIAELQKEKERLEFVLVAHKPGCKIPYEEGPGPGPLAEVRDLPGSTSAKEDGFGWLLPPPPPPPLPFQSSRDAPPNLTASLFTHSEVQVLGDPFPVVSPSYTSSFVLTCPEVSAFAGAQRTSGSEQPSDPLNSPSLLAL
Keap1-Nrf2 PPI: disrupts human Keap1 binding to Nrf2 peptide. inhibition, % at 9.4 µM. Keap1 Kelch-Nrf2 peptide fluorescence polarization, 1536-well. 340,000 compounds, 0.15% hits. AID 504523. Q14145; in the data active = inhibition above about 12%;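 note: human Keap1 Kelch domain with fluorescein labeled Nrf2 9mer peptide probe; 0% = neutral control wells and 100% = peptide positive control; higher means more block of Keap1 binding to Nrf2 peptide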
SUMO Mot1 rescue: inhibitors of SUMOylation pathway: yeast Mot1-301 growth rescue. 320,000 compounds, 1% hits. AID 2716. growth rescue, % at 18.8 µM. S. cerevisiae Mot1-301 growth rescue, ATP luminescence, 38.5C; percent above DMSO median, 100 means doubled;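 active = every valid replicate shows activation above 250% relative to neutral control wells; inactive = the rest, any valid replicate at or below 250%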;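 note: OY570 slx delta 5 strain wells were the positive control but not used for scaling; some compounds called inactive have numbers as strong as hits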
LANA DNA inh: KSHV C-LANA DNA binding inhibition; 340,000 compounds, 0.078% hits; MBP-C-LANA/FAM-LBS DNA binding, fluorescence polarization; inhibition, % at 9 µM;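 active = highest replicate inhibition at or above 60% at 9 µM, even if other replicates fall short; inactive = all replicates below 60% inhibition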;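 note: 0% = neutral control wells and 100% = 4 µM acridine orange control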
PvdQ inh: blocks Pseudomonas aeruginosa PvdQ acylase activity | AID 488965 | inhibition, % at 10 µM | 340,000 compounds, 0.063% hits | purified PvdQ acylase, fluorescence plate reader; in the data active = inhibition above about 30%, passing the limit was not always enough;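 note: 0% = vehicle neutral wells and 100% = reference inhibitor wells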
cardiac RTF act: increases calcium sensitivity of human cardiac regulated thin filaments; IANBD-labeled TnC RTF fluorescence at EC20 calcium; 0% EC20 calcium, 100% full calcium; activation, % at 7.2 µM; 340,000 compounds, 0.24% hits; P19429+P45379;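 active = activation above the mean over all tested compounds plus 3 SD, cut at about 30% in these data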;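 note: rise in fluorescence read as greater calcium sensitivity of cardiac thin filaments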
The depositor's hits bear a star; . = not tested or not shown.

SMILES	PfHsp90 set2	Cardiac RTF inh	NSD2 HMT inh	Rtt109 HAT inh	CDK5 inh	dFosB act	Keap1-Nrf2 PPI	SUMO Mot1 rescue	LANA DNA inh	PvdQ inh	cardiac RTF act
Cc1ccccc1NC(=O)c1c([N+](=O)[O-])cnn1C	-1	-8	-3	-2	2.7	0	-1	-7	0.7	-11	9
CN(C)c1ccc(/C=C2\N=C(c3ccc(Cl)c([N+](=O)[O-])c3)NC2=O)cc1	22	-6	1	.	7.2	-1	-7	-3	-0.1	6	0
CS(=O)c1ccccc1-c1nc(-c2cc(C(F)(F)F)cc(C(F)(F)F)c2)no1 (centres undefined)	-1	6	2	7	0.2	3	-1	10	1.8	-4	0
CS(=O)(=O)N1CCN(C(=O)c2ccc(Br)s2)CC1	-1	-18	-1	-7	5.0	-6	-5	5	-2.1	-11	0
COc1ccc2nc3ccccc3[n+]([O-])c2c1	-5	-33	4	1	2.4	-2	39*	.	50	-10	23
O=C(CN1CCCCC1)N/N=C/c1cccc(Cl)c1	5	-10	1	-3	-0.5	5	-7	5	1.2	-21	0
O=C(COC(=O)c1cc(Cl)ccc1[N+](=O)[O-])NCc1ccc(Cl)cc1Cl	2	-4	0	1	-0.1	-6	3	-13	3.2	-1	-7
CCOC(=O)N1CCN(C(=S)NC(=O)/C=C/c2ccc(C)cc2)CC1	3	3	0	16	-1.2	-10	0	228	-2.1	12	-5
CCc1nnc(NS(=O)(=O)c2ccc(N=Cc3c(C)[nH]n(-c4ccc(Cl)cc4)c3=O)cc2)s1	11	-3	12	26	2.3	2	0	-7	-0.1	-11	-4
O=S(=O)(NCC1CCCO1)c1ccc(S(=O)(=O)N(Cc2ccccn2)C2CC2)cc1 (centres undefined)	-16	-7	-3	1	0.1	-7	0	123	0.6	-21	0
Cc1cc(N/N=C/c2ccccc2O)c2ccccc2n1	-19	-4	11	8	1.3	-26	-1	5	-2.5	-14	1
O=C(Cc1ccccc1)Nc1c[nH]c(=O)[nH]c1=O	-14	4	-1	-4	0.9	6	-7	-1	-2.5	-11	0
Cn1c(C(=O)O)c(CC(=O)NCc2cccnc2)c2ccccc21	6	2	2	2	-0.1	-6	-6	9	-0.8	-11	-2
O=C(CN1C(=O)CSc2ccc(S(=O)(=O)N3CCOCC3)cc21)NCCCN1CCCCC1	-7	-3	5	-4	-0.1	7	3	2	1.4	-2	-1
CCOc1ccc(S(=O)(=O)NC2CC2)cc1	28	-7	-4	-22	-0.9	3	0	4	19	-18	6
C[C@H](CO)N1C[C@H](C)[C@H](CN(C)CC2CC2)Oc2ccc(NC(=O)CCN3CCOCC3)cc2C1=O	11	-8	.	-1	1.0	-4	-3	-14	-0.8	-15	-1
O=C(Nc1cc(S(=O)(=O)N2CCOCC2)ccc1OCC(F)(F)F)c1ccc(N2CCCC2=O)cc1	-20	0	-2	3	1.8	-11	-3	20	-0.4	-5	-4
C[C@@H](C(=O)Nc1ccc2ccccc2c1)[C@@H]1C[C@@]1(C)[C@@H](NC(=O)c1cnccn1)c1ccccc1	12	-3	.	1	-1.2	2	-1	-9	-0.3	-6	11
CC(/C=N/Nc1nc(C)cc(C)n1)=C\c1ccc(C(C)C)cc1	8	2	1	1	2.9	-4	4	10	-0.4	3	-6
Cc1cccc(C(=O)NCC(=O)N2CCN(S(=O)(=O)c3cc(C)ccc3C)CC2)c1	.	-16	-1	2	2.0	-3	-3	4	-0.3	-5	4
O=c1cnn(-c2ccccc2)c(-c2ccccc2)c1	-28	-11	4	12	-0.5	-4	-3	-4	-0.9	0	-10
CN(C)C(C(=O)NC1CCCCC1)c1ccc(Cl)cc1 (centres undefined)	8	-1	-47	0	-1.1	-14	-2	-20	-1.5	-4	7
COc1cccc(CCc2nnc(CCC(=O)NCCc3cccc(C)n3)o2)c1	5	-8	-1	3	1.3	-3	3	-26	0.5	-2	2
N#Cc1c(-c2ccccc2Cl)cc(-c2ccccc2)nc1Br	4	-6	-1	-2	-2.0	-6	-2	-10	1.7	-20	0
O=C(NCC1CCCN1S(=O)(=O)c1cccs1)C(=O)Nc1ccc(F)cc1 (centres undefined)	12	-19	-2	6	-0.6	-12	-1	-6	1.5	-7	-5
Next section:
SMILES	PfHsp90 set2	Cardiac RTF inh	NSD2 HMT inh	Rtt109 HAT inh	CDK5 inh	dFosB act	Keap1-Nrf2 PPI	SUMO Mot1 rescue	LANA DNA inh	PvdQ inh	cardiac RTF act
CN(C)C(/C=C/Nc1cccc([N+](=O)[O-])c1)=C(C#N)C#N	-26	4	-3	1	-1.0	0	2	-8	0.9	-13	-1
O=C(NCCC1=CCCCC1)C1CCN(C(=O)c2ccc(Br)cc2)CC1	-36	-3	-2	-5	-0.9	5	2	4	2.5	-1	7
COc1ccc(C(C)=O)cc1COC(=O)c1ccc(OCc2c(C)noc2C)cc1	-18	1	-4	0	-0.5	14	0	-9	0.4	-10	6
O=S(=O)(Nc1cccc2cccnc12)c1ccccc1	-30	-5	.	-11	-0.9	4	-4	210	1.3	-6	-5
CCOC(=O)c1ccc(NC2c3ccccc3C(=O)N2c2ccccn2)cc1 (centres undefined)	-4	1	.	2	0.5	-1	-4	-9	0.2	5	0
CCOC(=O)C(=Cc1cn(C)c2ccc(S(=O)(=O)N(C)C)cc12)C(=O)OCC	1	-12	-2	1	0.7	-15	-2	10	-0.1	7	0
CCCCCOC(=O)NCC(O)c1ccccc1 (centres undefined)	5	6	.	7	1.1	1	2	-2	-1.5	-1	-5
COc1cccc(-c2coc3c(C)c4oc(=O)c(CCC(=O)O)c(C)c4cc23)c1	-35	-10	3	-3	0.5	-50	-6	-9	-7.2	8	-4
CN(C(=O)c1cccc(S(=O)(=O)N2CCCCC2)c1)C1CCS(=O)(=O)C1 (centres undefined)	.	-4	0	-8	0.6	5	-4	-20	1.7	3	-2
COc1ccccc1CNC(=O)C1CCCN(S(=O)(=O)c2cccs2)C1 (centres undefined)	-24	3	-7	8	-0.5	-3	-4	9	0.0	9	-4
O=C1CCN(S(=O)(=O)c2ccc(Br)cc2)CCN1	-11	12	17	-1	1.2	-3	-4	3	-0.4	-5	-2
Cc1cc(C)n(CC(O)COCc2ccco2)n1 (centres undefined)	.	-6	-3	-10	-0.4	0	-11	7	1.1	-25	1
Clc1cccc(OCCN2CCNCC2)c1	10	-4	2	-2	-0.1	0	-5	124	-0.7	-13	6
COc1ccc(N(C(=O)Cc2cccs2)C2C=CS(=O)(=O)C2)cc1 (centres undefined)	-10	-7	-3	-2	-4.5	-12	-7	42	0.9	-9	3
C/C(=N\Nc1ncnc2sc(C)c(C)c12)c1ccccn1	104*	-15	33	3	-5.2	-25	1	-15	0.9	4	-2
COc1ccc(C)cc1N(CC(=O)N1CCCCCC1)S(C)(=O)=O	-21	3	-5	-11	-0.5	-4	2	19	0.4	-4	1
O=C1c2ccccc2CCC12N=NCC2c1ccc(Br)cc1 (centres undefined)	.	-4	-2	2	-0.7	-4	9	21	1.7	5	-2
O=C(CNC1CCCCCC1)c1cccs1	-4	-1	-1	10	-2.9	-4	1	-1	0.5	11	3
CCN(C(=O)c1cccs1)c1nc(-c2ccc(OC)cc2)cs1	-4	1	1	.	0.0	-2	-2	2	1.5	-14	1
COc1cc(C(=O)NC(=S)Nc2ccc3c(c2)OCO3)cc(OC)c1OC	-4	.	-3	-3	1.2	-4	4	-1	-0.5	-5	.
CC(C)(C)[C@H]1C=C(C(=O)O)O[C@@H](OCCCCO)C1	-1	-5	.	0	-0.6	0	-3	-6	-0.1	-13	-3
COc1cc(OC)cc(C(=O)Nc2sc3c(c2C(N)=O)CCC3)c1	-9	-5	-2	-5	-5.0	4	-2	23	0.5	-22	-3
O=C1N=C(N2CCOCC2)S/C1=C\c1cccs1	16	2	-1	13	-2.9	-4	0	-11	0.5	3	-1
COc1ccc2oc(C(=O)Nc3nnc(C)s3)c(C)c2c1	.	1	-2	-3	-1.2	-6	-7	-5	0.4	-6	4
O=C1Nc2ccccc2C1Cc1ccc(OC(F)(F)F)cc1 (centres undefined)	-1	-5	4	.	0.1	2	2	-7	0.0	4	-7

An excerpt from above with just PfHsp90 set2, LANA DNA inh and dFosB act.
canonical_smiles	PfHsp90 set2	LANA DNA inh	dFosB act
COc1cccc(-c2coc3c(C)c4oc(=O)c(CCC(=O)O)c(C)c4cc23)c1	-35	-7.2	-50
CN(C(=O)c1cccc(S(=O)(=O)N2CCCCC2)c1)C1CCS(=O)(=O)C1 (centres undefined)	.	1.7	5
COc1ccccc1CNC(=O)C1CCCN(S(=O)(=O)c2cccs2)C1 (centres undefined)	-24	0.0	-3

Continuation.
SMILES	PfHsp90 set2	Cardiac RTF inh	NSD2 HMT inh	Rtt109 HAT inh	CDK5 inh	dFosB act	Keap1-Nrf2 PPI	SUMO Mot1 rescue	LANA DNA inh	PvdQ inh	cardiac RTF act
CN(C)c1ccc(C(=O)OCC(=O)NCCCc2ccccc2)cc1	-12	-3	2	4	0.1	2	1	7	-1.4	7	-5
Cc1cccc(CSc2nnc([C@@H]3CCCN3)o2)c1	-13	-2	-2	6	0.4	-3	-6	-13	-0.8	-17	-1
Cc1ccccc1CC1(CO)CCCN(C(=O)c2ccccc2N(C)C)C1 (centres undefined)	4	-4	3	-10	1.8	-8	-6	-13	-1.9	-13	-4
CCOc1ccc(/C=N/n2cc(-c3ccccc3)[nH]c2=S)cc1	-12	-2	-2	3	1.7	-12	0	.	-2.2	-11	4
CCOc1ccc(NC(=O)c2cccc(OC(=S)N3CCOCC3)c2)cc1	-24	-8	-3	-2	-5.3	-11	-2	-1	1.1	-4	17
O=C(Nc1cccnc1)Nc1ccccn1	3	7	-8	-2	8.4	-7	0	-11	-2.7	4	5
O=C(NC1CCCCC1)c1cccnc1Sc1ccccc1Cl	-84	-7	10	-16	0.5	-12	-3	-6	0.0	-16	-2
Cc1c(C(=O)O)sc2nc(CSc3ncc(C(F)(F)F)cc3Cl)[nH]c(=O)c12	-3	-5	.	25	-0.6	-7	3	-11	-0.7	13	6
NC(=O)c1ccc(SCC(=O)OCC(=O)N2CCN(C(=O)c3ccco3)CC2)c([N+](=O)[O-])c1	.	-20	0	1	1.4	-13	0	312	0.5	-7	-1
COC(=O)c1cc(C(=O)Nc2cc(C)on2)cc([N+](=O)[O-])c1	21	-2	-2	-2	-0.3	2	-7	-13	-2.9	-14	2
COc1ccc(C)cc1NC(=O)C1CCN(S(C)(=O)=O)CC1	11	-2	3	-7	1.3	-6	-1	17	-0.3	-8	2
COc1ccc(Nc2cc3n(c(=O)n2)CCc2cc(OC)c(OC)cc2-3)c(C)c1	-36	-11	2	3	0.6	0	-9	14	1.6	-10	7
O=c1cc(-c2ccccc2)[nH]n1-c1ccccc1	22	-14	2	-1	-0.2	-5	-4	.	0.2	-8	7
CCc1ccc(CN(C)CC(O)COc2cccc3ccccc23)cc1 (centres undefined)	10	-22	-1	8	1.0	11	-1	-43	-1.5	-9	-4
Cc1ccc(OCCC(=O)OC(C)C(=O)Nc2ccc(Cl)cn2)cc1 (centres undefined)	3	-44	-2	2	0.6	-3	-6	351	0.8	1	-3
